# CCHFV vOTU inh: CCHFV vOTU protease inhibition; Pep-AMC fluorescence; inhibition, % at 11.5 µM; hit rate 0.55% among 370,000; AID 651958; in the data active means inhibition above about 30%; further: 0% = vehicle wells with enzyme and 100% = no enzyme wells
# PriA SSB inh: blocks PriA binding to SSB C-terminal tail; AlphaScreen SSBct-PriA binding, biotinylated peptide; inhibition, % at 33 µM; hit rate 0.6% among 430,000; AID 1272365; in the data active means inhibition mostly above about 37%, no sharp cut-off; inactive means mostly below about 20%;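 further: plate controls were negative control peptide for no effect and reference peptide for full effect; strong numbers were not always called active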
# 3CLpro inhibitor: SARS-CoV 3CLpro protease inhibition. AID 1706. hit rate 0.14% among 290,000. inhibition, % at 6 µM. recombinant SARS-CoV 3CLpro, quenched FRET peptide cleavage; in the data active means inhibition above about 12%
# PrPC TRFRET: cell surface PrPC inhibition, primary TR-FRET screen; P04156; hit rate 0.43% among 370,000; TR-FRET read-out; inhibition, % at 13.8 µM; in the data active means inhibition above about 24%; further: 0% = median of the test wells and 100% = reference compound wells
# Rv3671c protease: Rv3671c (M. tuberculosis) protease inhibition; AID 2606; hit rate 0.048% among 320,000; P9WHR9; inhibition, % at 5.96 µM; in the data active means inhibition above about 38%;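 further: extracellular domain of Rv3671c used as enzyme; 0% = enzyme with DMSO and 100% = no enzyme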
# Target sequence (P9WHR9 whole entry, looked up, the tested form may be a part): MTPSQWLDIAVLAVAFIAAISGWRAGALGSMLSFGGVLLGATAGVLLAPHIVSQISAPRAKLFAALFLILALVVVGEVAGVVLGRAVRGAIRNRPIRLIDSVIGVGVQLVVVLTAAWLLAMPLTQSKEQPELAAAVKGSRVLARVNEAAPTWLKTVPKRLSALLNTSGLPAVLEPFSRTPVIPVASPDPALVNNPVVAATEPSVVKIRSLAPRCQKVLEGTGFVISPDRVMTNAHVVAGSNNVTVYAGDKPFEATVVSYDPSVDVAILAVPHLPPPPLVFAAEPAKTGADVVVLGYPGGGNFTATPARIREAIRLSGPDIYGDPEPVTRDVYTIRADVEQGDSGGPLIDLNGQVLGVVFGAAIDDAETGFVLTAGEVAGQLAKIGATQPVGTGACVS
# BoNT A protease: blocks Botulinum neurotoxin A light chain protease | AID 588499 | hit rate 0.17% among 360,000 | multiplex microsphere protease substrate cleavage, flow cytometry | inhibition, % at 10 µM; further: plate controls were buffer without enzyme for full effect and enzyme alone for no effect
# MazF activator: increases E. coli MazEF RNase cleavage of RNA | P0AE70 | FAM/BHQ RNA-DNA oligo cleavage fluorescence, 5 h | activation, % at 20 µM | hit rate 0.32% among 350,000 | AID 504720; in the data active means activation above about 50%
# Target sequence (P0AE70 whole entry, looked up): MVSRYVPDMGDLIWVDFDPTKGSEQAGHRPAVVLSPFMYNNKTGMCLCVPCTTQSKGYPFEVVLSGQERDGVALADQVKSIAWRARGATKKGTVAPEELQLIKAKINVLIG
# BoNT F protease: blocks Botulinum neurotoxin F light chain protease; hit rate 0.22% among 360,000; inhibition, % at 10 µM; Multiplex microsphere protease cleavage assay, flow cytometry; in the data active means inhibition above about 35%, passing the limit was not always enough; inconclusive means no clear call, values can overlap the other calls; further: plate controls were buffer without enzyme for full effect and enzyme alone for no effect
# DUSP3 inh: blocks human VHR1 dual specificity phosphatase. P51452. recombinant VHR phosphatase, pNPP absorbance. inhibition, % at 13.3 µM. hit rate 0.52% among 290,000; in the data active means inhibition above about 50%; further: some compounds called inactive have numbers as strong as hits
# Target sequence (P51452 whole entry, looked up): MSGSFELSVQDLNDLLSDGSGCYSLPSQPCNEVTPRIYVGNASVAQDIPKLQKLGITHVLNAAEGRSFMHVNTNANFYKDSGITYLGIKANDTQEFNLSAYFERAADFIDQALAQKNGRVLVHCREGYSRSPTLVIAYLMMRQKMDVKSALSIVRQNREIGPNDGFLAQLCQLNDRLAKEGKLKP
# Anthrax LF prot: anthrax lethal factor protease inhibition; inhibition, % at 10 µM; hit rate 0.12% among 360,000; multiplex microsphere protease cleavage assay, LF; AID 588501; further: plate controls were buffer without enzyme for full effect and enzyme alone for no effect
# The depositor's hits bear a star; ? = inconclusive; . = not tested or not shown; & = joins results of further samples. Unless noted, no stated cut-off is given here; in the data, active means inhibition above about 30%; inconclusive means no clear call, values can overlap the other calls; inactive means below that. Not all compounds are listed. The share of hits here may be higher or lower than overall.
SMILES,CCHFV vOTU inh,PriA SSB inh,3CLpro inhibitor,PrPC TRFRET,Rv3671c protease,BoNT A protease,MazF activator,BoNT F protease,DUSP3 inh,Anthrax LF prot
Cc1cc2c(cc1S(=O)(=O)CCC(=O)N(C)Cc1ccccc1)OCC(=O)N2,-1,-16,-3,-3,-12,-0.3,5,-4,29,-1
CCn1cc(S(=O)(=O)Nc2ccccc2C(F)(F)F)cn1,-2,-8,-6,6,-2,1.1,2,4,26,-8
CCOc1ccc2nc3cc(N=Nc4ccc(N)nc4N)ccc3c(N)c2c1,.,36,.,.,.,-2.0,-23,-145,.,-144
O=S1(=O)CCN(CCc2ccccc2)CC1,2,.,.,6,.,-0.4,8,-2,.,-3
C/C(N)=C(/C#N)C(=O)CSc1nnc(COc2ccccc2Cl)o1,-5&-5,2,-2,0&6,7,0.2&-0.2,-11&7,10&-7,20,7&2
COC(=O)C1(C(=O)O)Cc2cc([N+](=O)[O-])ccc2N2CCCC21 (centres undefined),16,-12,5,-28,-1,-7.3,6,-24,21,-3
CC(=O)c1cc2c(cc1NC(=O)c1cnc(C)cn1)OCO2,-3,-6,3,0,-7,0.3,-5,-10,21,-3
CCc1cc(=O)oc2cc(C)cc(O)c12,0,-6,-6,0,2,-0.2,3,0,11,-10
Cc1cccc(C)c1NC(=O)C1c2ccccc2Oc2ccccc21,-13,-6,-2,-3,2,-1.0,1,-13,-7,1
Cc1c(C)n(Cc2ccccc2)c2ccc(C(=O)OCCCN(C)C)cc12,8,41,2,-18,9,-2.6,27,-5,29,-3
Nc1nnc(SCC(=O)Nc2cccc3ccccc23)s1,11,-19,0,-1,-9,-3.4,-5,2,31,-2
CC(=O)c1ccc(N2CCN(CC(O)COC(c3ccccc3)c3ccccc3)CC2)cc1 (centres undefined),14,11,3,-7,14,-1.4,-49,-2,10,-1
CN(C(=O)c1ccc(NC(=O)Cc2ccc(NC(=O)C3CCCN(C(=O)C4CCCCC4)C3)cc2)cc1)C1CCCC1 (centres undefined),-3,-4,.,4,.,0.4,7,-1,.,0
Cn1nc(C(F)(F)F)c(-c2ccc(Br)cc2)c1NC(=O)CSCC(=O)O,-18,-5,2,-2,-1,1.5,-22,?,18,5
CC1(Cc2ccc(S(C)(=O)=O)cc2)C(=O)Nc2ccc(Cl)cc21 (centres undefined),0,.,.,-7,.,-0.1,.,7,.,0
N#Cc1c(-c2cccs2)cc(-c2ccccn2)nc1N,-93,-7,-1,-15,-11,4.8,16,-6,4,-5
CCOc1ccccc1NC(=O)c1ccc(S(=O)(=O)N2CCCCC2)cc1,16,-14,-2,2,-6,2.4,9,11,30,-5
Cc1ccccc1Nc1nc(N)nc(CSCC(=O)Nc2cccc(Br)c2)n1,-8,-21,2,-2,-9,0.2,5,0,5,-2
COc1ccc(C(=O)C2CCCN(Cc3ccc(Sc4nncn4C)o3)C2)cc1F (centres undefined),0,0,3,-6,0,-0.1,-2,-8,28,1
CN(C(=O)c1cccc(S(=O)(=O)N2CCOCC2)c1)c1c(N)n(Cc2ccccc2)c(=O)[nH]c1=O,-10,-11,.,-7,0,0.5,-1,-3,.,-2
CCOC(=O)C1=C(C)OC(N)=C(C#N)C1c1cccc(C)c1 (centres undefined),-5,2,7,3,6,-0.2,7,-8,1,-2
CC1=C(C#N)C(=O)NC(C)(C)C1,8,-9,-2,7,3,-0.5,-6,-4,0,0
O=C(NCCCn1ccnc1)C(Cl)(Cl)Cl,6,-4,1,-1,4,-0.1,4,0,12,0
S=c1[nH]c(-c2ccc(Cl)cc2)cs1,-4,4,3,-1,8,-1.4,7,2,9,0
CCOc1cc2c(cc1OCC)C(c1ccccc1OC)OC(=O)C2 (centres undefined),-6,0,0,8,11,-0.2,3,-5,1,-3
COC(=O)CCCC(=O)N1CCOCCN(C(=O)CCCC(=O)OC)CCOCC1,7,-10,0,0,0,0.2,8,-7,-4,1
CC(C)CN(CC(C)C)C(=S)Nc1ccc(Cl)cc1,1,-9,3,6,-2,-0.4,-18,-7,32,-6
CCN1CCN(c2ccc(S(=O)(=O)N3CCCCC3)cc2NC(=O)c2ccccc2)CC1,-9,-5,.,-5,-3,.,5,.,.,.
COc1ccc(-c2nc(CS(=O)CC(=O)N3CCN(C)CC3)c(C)o2)cc1 (centres undefined),-1,-1,2,-5,-2,1.4,5,2,-8,-1
CCCOc1ccc(OCCn2nc(C(=O)O)c3ccccc3c2=O)cc1,-7,0,-1,-2,-15,-0.1,0,-3,4,-1
Cc1ccc(/C=C/C(=O)OCC(=O)c2ccc3c(c2)NC(=O)CO3)o1,-10,-7,.,-4,-3,-0.6,-3,4,.,5
Cc1ccc(/C=C/C(=O)Nc2ccc(N(C)C)cc2)o1,17,41,-6,-7,3,-1.6,12,-85,-2,-20
Fc1ccc(NC(=S)N2N=CCC2c2ccccc2)cc1 (centres undefined),5,-16,1,1,1,0.6,0,13,-7,3
Cc1cc(S(=O)(=O)N2CCCOC2CNC(=O)C(=O)NCCc2ccco2)ccc1F (centres undefined),-3,3,0,2,-11,-0.5,6,-7,34,-4
CCn1c(-c2cc(C3CC3)nc3ccccc23)n[nH]c1=S,8,11,-3,5,-5,-0.3,5,-3,-5,-3
Cc1ccc(S(=O)(=O)NC(CC(=O)O)c2cccs2)cc1 (centres undefined),9,-9,1,0,-2,-1.3,8,2,16,-2
COCCNC(=O)C1(C)CCCN(C(=O)c2ccccc2C(F)(F)F)C1 (centres undefined),7,.,.,3,.,0.0,.,-1,.,0
COc1ccccc1NC(=O)CC1C(=O)NCCN1C(=O)Nc1ccccc1 (centres undefined),10,-9,3,2,-1,2.7,0,5,6,3
COc1ccc(-c2cc(C(=O)NCc3ccco3)no2)cc1OC,3,0,0,4,-7,-0.3,2,7,31,0
Cc1ccc(C)c(NC(=O)CSc2nnc(-c3ccncc3)n2N)c1,-9,-8,-4,-4,0,-5.1,-6,-5,22,0
COc1cc(OC)c(OC)cc1/C=C1/C(=O)N=C(N)N1C,0,.,5,-3,-8,1.1,3,-6,15,5
CN(CC(=O)NCc1ccc2c(c1)OCO2)CC(=O)Nc1ccc(F)c(F)c1F,3,-2,.,7,6,2.8,-2,-7,.,1
COc1ccc(OCC(=O)Nc2ccc3oc(=O)ccc3c2)cc1,-4,15,-2,0,-5,1.4,-1,2,-3,0
Cc1ccc(O)c(C(=O)c2cnn(C(=O)Cc3csc(C)n3)c2)c1,-2,-13,-9,10,4,0.1,-1,-5,-9,-1
Cn1c(=O)n(Cc2ccc(Br)cc2)c2ccccc21,-13,-12,4,-4,8,-0.4,2,-3,39,-2

# An excerpt of these results, with values under each structure:
# Second line of a record – CCHFV vOTU inh	PriA SSB inh	3CLpro inhibitor	PrPC TRFRET	Rv3671c protease	BoNT A protease	MazF activator	BoNT F protease	DUSP3 inh	Anthrax LF prot
Cc1cc2c(cc1S(=O)(=O)CCC(=O)N(C)Cc1ccccc1)OCC(=O)N2
 : -1	-16	-3	-3	-12	-0.3	5	-4	29	-1
CCn1cc(S(=O)(=O)Nc2ccccc2C(F)(F)F)cn1
 : -2	-8	-6	6	-2	1.1	2	4	26	-8
CCOc1ccc2nc3cc(N=Nc4ccc(N)nc4N)ccc3c(N)c2c1
 : .	36	.	.	.	-2.0	-23	-145	.	-144
O=S1(=O)CCN(CCc2ccccc2)CC1
 : 2	.	.	6	.	-0.4	8	-2	.	-3
C/C(N)=C(/C#N)C(=O)CSc1nnc(COc2ccccc2Cl)o1
 : -5&-5	2	-2	0&6	7	0.2&-0.2	-11&7	10&-7	20	7&2
COC(=O)C1(C(=O)O)Cc2cc([N+](=O)[O-])ccc2N2CCCC21 (centres undefined)
 : 16	-12	5	-28	-1	-7.3	6	-24	21	-3
CC(=O)c1cc2c(cc1NC(=O)c1cnc(C)cn1)OCO2
 : -3	-6	3	0	-7	0.3	-5	-10	21	-3
CCc1cc(=O)oc2cc(C)cc(O)c12
 : 0	-6	-6	0	2	-0.2	3	0	11	-10
Cc1cccc(C)c1NC(=O)C1c2ccccc2Oc2ccccc21
 : -13	-6	-2	-3	2	-1.0	1	-13	-7	1
Cc1c(C)n(Cc2ccccc2)c2ccc(C(=O)OCCCN(C)C)cc12
 : 8	41	2	-18	9	-2.6	27	-5	29	-3
Nc1nnc(SCC(=O)Nc2cccc3ccccc23)s1
 : 11	-19	0	-1	-9	-3.4	-5	2	31	-2
CC(=O)c1ccc(N2CCN(CC(O)COC(c3ccccc3)c3ccccc3)CC2)cc1 (centres undefined)
 : 14	11	3	-7	14	-1.4	-49	-2	10	-1
CN(C(=O)c1ccc(NC(=O)Cc2ccc(NC(=O)C3CCCN(C(=O)C4CCCCC4)C3)cc2)cc1)C1CCCC1 (centres undefined)
 : -3	-4	.	4	.	0.4	7	-1	.	0
Cn1nc(C(F)(F)F)c(-c2ccc(Br)cc2)c1NC(=O)CSCC(=O)O
 : -18	-5	2	-2	-1	1.5	-22	?	18	5
CC1(Cc2ccc(S(C)(=O)=O)cc2)C(=O)Nc2ccc(Cl)cc21 (centres undefined)
 : 0	.	.	-7	.	-0.1	.	7	.	0
N#Cc1c(-c2cccs2)cc(-c2ccccn2)nc1N
 : -93	-7	-1	-15	-11	4.8	16	-6	4	-5
CCOc1ccccc1NC(=O)c1ccc(S(=O)(=O)N2CCCCC2)cc1
 : 16	-14	-2	2	-6	2.4	9	11	30	-5

# The results go on:
SMILES,CCHFV vOTU inh,PriA SSB inh,3CLpro inhibitor,PrPC TRFRET,Rv3671c protease,BoNT A protease,MazF activator,BoNT F protease,DUSP3 inh,Anthrax LF prot
CCc1cc(=O)oc2cc(C)cc(OCC(C)=O)c12,-26,-11,-1,8,4,-0.4,7,-5,-26,-1
Oc1ccc(Cl)cc1C(C#Cc1ccccc1)N1CCOCC1 (centres undefined),15,-39,-1,6,3,0.2,-10,0,10,-6
C[N+](C)(C)c1ccccc1,11,-11,6,4,-5,-0.2,0,-1,18,-3
Cc1nnc2c3ccccc3c(-c3cccc4ccccc34)nn12,7,4,0,2,.,?,9,8,3,-6
COc1cc(OC)c(C(=O)N/N=C/c2ccoc2)cc1OC,12,.,6,-3,0,-4.0,-1,7,40,1
O=C(Nc1cccc(S(=O)(=O)NC2=NCCC2)c1)c1cc(-c2ccco2)nc2ccccc12,-45,-6,0,-7,7,-0.2,-6,-3,52*,-2
C#CCNC(=O)C[C@@H]1C[C@@]2(C(=O)OCC)CCCC=C2N(CCCCCCCC)C1=O,31*,.,.,0,.,0.1,.,-11,.,6
